# Source: PubChem BioAssay (National Center for Advancing Translational Sciences (NCATS))
# GLS inhibitor = blocks human kidney-isoform glutaminase activity; O94925; GLS enzymatic activity, qHTS titration; Potency, µM (series often up to 45.5 µM), inactives show at the top dose activity change, negative = inhibition, hits mostly inhibitors; 410,000 compounds, 0.21% hits; also: potency is read from the fitted curve at half-maximal effect; % is scaled to controls: 0 for no effect and ±100 for the full control effect
#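 Human kidney-isoform GLS in 45 mM KH2PO4 pH 8.2, 0.02% Tween-20, with compound, started with 1mM L-Glutamine (added stock). Glutamate oxidase/HRP/Amplex red coupled fluorescence read at start and after 30 min at RT.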
# Tb PGK inh = T. brucei PGK inhibition. AID 602233. PGK/GAPDH coupled, Kinase-Glo luminescence, 60 min. Potency, µM (doses to about 57.5 µM), without a hit: at the top dose activity change, negative = inhibition, actives largely listed as inhibitors. 380,000 compounds, 0.043% hits. P07378; also: potency is read from the fitted curve at half-maximal effect; % is scaled to controls: 0 for no effect and ±100 for the full control effect; nearly all actives have a fitted effect of over 60% in size
# Target sequence (P07378 whole entry, looked up): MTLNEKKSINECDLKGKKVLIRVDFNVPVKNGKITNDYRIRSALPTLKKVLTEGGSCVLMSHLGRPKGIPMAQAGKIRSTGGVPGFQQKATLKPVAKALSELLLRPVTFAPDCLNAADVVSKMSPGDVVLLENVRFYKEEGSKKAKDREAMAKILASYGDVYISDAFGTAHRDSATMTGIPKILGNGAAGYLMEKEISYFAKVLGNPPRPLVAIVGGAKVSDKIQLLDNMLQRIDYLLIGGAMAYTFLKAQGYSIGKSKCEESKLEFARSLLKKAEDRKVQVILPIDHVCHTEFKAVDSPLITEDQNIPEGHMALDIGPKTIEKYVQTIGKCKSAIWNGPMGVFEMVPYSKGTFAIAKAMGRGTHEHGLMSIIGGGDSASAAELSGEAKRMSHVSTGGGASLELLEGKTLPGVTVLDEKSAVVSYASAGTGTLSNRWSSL
#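 Recombinant glycosomal PGK reaction used 1,3-bisphosphoglycerate generated in-well by GAPDH (100nM final) in 100mM TEA pH 7.6, 5mM MgCl2, 0.01% Tween-20. After 60 minutes at room temperature, ATP was read by Kinase-Glo Plus luminescence end-point.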
# Pin1 inhibitor = inhibitors of human Pin1 | Potency, µM (highest dose often 115 µM), for inactives: at the highest dose activity, negative = inhibition, actives largely listed as inhibitors | Pin1 FP peptide displacement, HiFluor488, 10 min | 390,000 compounds, 0.009% hits | Q13526 | AID 504891; active = well fitted inhibition curve with a large enough effect in the polarisation, with a control signal flat, not every such curve was filed as active; inconclusive = small, poorly fitted or top-dose-only effect, or effect the other way, or a change in a side signal; inactive = no such curve, though single readings can be large or run the other way; the % refers to the polarisation; also: potency is read from the fitted curve at half-maximal effect; % is scaled to controls: 0 for no effect and ±100 for the full control effect
# HP1b binding inh = blocks HP1-beta chromodomain binding to methylated histone tails; AID 540317; 390,000 compounds, 0.56% hits; Potency, µM (series often up to 114 µM), for the others: top-dose activity change, negative = inhibition, actives largely listed as inhibitors; P83916; AlphaScreen HP1-beta / biotin-H3K9me3 peptide binding; also: potency is read from the fitted curve at half-maximal effect; nearly all actives have a fitted effect of over 70% in size; inactives centre near 23
# Target sequence (P83916 whole entry, looked up): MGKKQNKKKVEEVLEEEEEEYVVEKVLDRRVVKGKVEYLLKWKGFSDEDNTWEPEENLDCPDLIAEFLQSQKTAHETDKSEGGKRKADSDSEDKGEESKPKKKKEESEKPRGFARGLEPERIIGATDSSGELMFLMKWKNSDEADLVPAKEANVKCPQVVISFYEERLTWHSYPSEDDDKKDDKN
#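 AlphaScreen: HP1-beta (50 nM) preformed 30 min with biotin-H3(1-18)K9me3 peptide (50 nM) in PBS pH 7.4, 0.01% Tween-20. Compound added for 30 min at RT, then streptavidin donor/nickel chelate acceptor beads (10 ug/mL) for 30 min.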
# TrxR1 substrate = substrates of rat thioredoxin reductase 1. Potency, µM (titrated, usually from 114 µM), without a hit: at the top dose activity change, negative = substrate turnover. 390,000 compounds, 0.01% hits. O89049. purified TrxR1 substrate turnover, NADPH consumption readout; also: potency is read from the fitted curve at half-maximal effect; % is scaled to controls: 0 for no effect and ±100 for the full control effect; nearly all actives have a fitted effect of over 50% in size
#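 Rat TrxR1, dispensed at 90 nM, was prereduced with 400 uM NADPH (final) for 5 min at ~22 deg C, then incubated with compound 15 min before 400 uM selenite. A first-read NADPH fluorescence drop versus no-compound background flagged substrates.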
# USP1-UAF1 inh = blocks the human USP1/UAF1 deubiquitinase complex; O94782; recombinant USP1/UAF1, Ub-Rhodamine cleavage fluorescence; Potency, µM (doses to about 57.1 µM), inactives show at the top dose activity change, negative = inhibition, most hits filed as inhibitors; 390,000 compounds, 0.23% hits; AID 743255; also: potency is read from the fitted curve at half-maximal effect; % is scaled to controls: 0 for no effect and ±100 for the full control effect; nearly all actives have a fitted effect of over 60% in size; inactives centre near -12
#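 USP1/UAF1 complex (1 nM) preincubated 15 min at room temperature with compound, then Ub-Rho substrate (150 nM final) added. Kinetic fluorescence at 480/540 nm over 6 reads at 60 s intervals; 50 mM HEPES pH 7.8, 0.5 mM EDTA, 0.1 mg/ml BSA, 1 mM TCEP, 0.01% Tween-20.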
# rTrxR1 inhibitor = rat TrxR1 inhibition; O89049; recombinant rTrxR1, NADPH fluorescence consumption, selenite substrate; Potency, µM (series often up to 114 µM), for inactives: top-dose activity change, negative = inhibition, actives largely listed as inhibitors; 390,000 compounds, 1% hits; also: potency is read from the fitted curve at half-maximal effect; % is scaled to controls: 0 for no effect and ±100 for the full control effect; nearly all actives have a fitted effect of over 65% in size
#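 Rat TrxR1 (90 nM in the dispensed reagent) was pre-reduced with 400 uM NADPH for 5 min at room temperature, then incubated with compound for 15 min. After 400 uM selenite was added, NADPH fluorescence (Ex 340/Em 450 nm) was followed for 8 min.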
# mIDH1 inhibitor = inhibitors of human mutant IDH1 R132H; O75874; IDH1-R132H enzyme, NADPH consumption, diaphorase/resazurin fluorescence; Potency, µM (top dose mostly 76.6 µM), for inactives: top-dose activity change, negative = inhibition, hits mostly inhibitors; 390,000 compounds, 0.093% hits; also: potency is read from the fitted curve at half-maximal effect; % is scaled to controls: 0 for no effect and ±100 for the full control effect; nearly all actives have a fitted effect of over 65% in size
#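 IDH1-R132H (0.5 ug/mL) preincubated 30 min with compound, then NADPH (0.016 mM) and alpha-KG (2 mM) added; 80 min at RT, pH 7.5. Remaining NADPH coupled via diaphorase/resazurin to fluorescence (540/590 nm); concentration-response curves normalized to no-enzyme control.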
# PI4K2A inh = blocks human PI4K2A kinase activity | Q9BTU6 | purified PI4K2A, ADP-Glo luminescence, 1 h; hits give low values | activity change, negative = inhibition, % at 76.9 µM | 420,000 compounds, 0.13% hits | AID 1346378; in the data active = activity change below about -50%; inconclusive = mostly about -30% to -49%;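 also: -100% = wells without enzyme as full effect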
# Target sequence (Q9BTU6 whole entry, looked up): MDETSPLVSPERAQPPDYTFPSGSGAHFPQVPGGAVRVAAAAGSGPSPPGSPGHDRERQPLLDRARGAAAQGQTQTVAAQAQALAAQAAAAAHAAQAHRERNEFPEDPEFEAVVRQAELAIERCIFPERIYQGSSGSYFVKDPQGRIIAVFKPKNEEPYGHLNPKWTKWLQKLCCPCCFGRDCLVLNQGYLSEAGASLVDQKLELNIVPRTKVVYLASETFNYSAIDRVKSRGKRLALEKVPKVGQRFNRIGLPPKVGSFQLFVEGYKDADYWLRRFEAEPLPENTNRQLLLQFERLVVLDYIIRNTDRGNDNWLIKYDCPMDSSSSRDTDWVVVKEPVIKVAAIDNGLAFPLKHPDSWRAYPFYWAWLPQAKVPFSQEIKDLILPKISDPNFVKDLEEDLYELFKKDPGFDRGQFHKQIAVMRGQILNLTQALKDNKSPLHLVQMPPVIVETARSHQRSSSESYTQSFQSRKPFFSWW
#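 In this quantitative HTS, ADP production by PI4K2A was quantified luminescently after 1 h at ambient temperature; 100 microM adenosine served as plate-quality control.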
# Numbers without * were called inactive; i = inactive; ? = inconclusive; & = joins results of further samples; [ ] = dose if it differs, or a comment. Unless noted, calls follow the shape of the dose curve; as a rule, active = well fitted curve in the direction sought with a large enough effect; inconclusive = small, poorly fitted or top-dose-only effect, or another doubt; inactive = no such curve, though single readings can be large; an effect the other way counts as inactive or inconclusive. Only part of the results is shown; the hit share may differ from the screen's.
SMILES,GLS inhibitor,Tb PGK inh,Pin1 inhibitor,HP1b binding inh,TrxR1 substrate,USP1-UAF1 inh,rTrxR1 inhibitor,mIDH1 inhibitor,PI4K2A inh
O=C(Nc1ccc(C2CC2(Cl)Cl)cc1)c1cccc([N+](=O)[O-])c1 (stereo unspecified),1%,-10%,0%,7%,-6%[57.1 µM],-6%,14%[57.1 µM],15%,-3
CC(C)C(=O)N1CCN(c2ccc(NC(=O)c3ccco3)cc2Cl)CC1,5%,-6%,-8%,37%[activator],6%,-21%,23%,-2%,-2
Cc1ccc(S(=O)(=O)NC(C)(C)CN2CCC(Cc3ccccc3)CC2)cc1,9%,-2%,-6%,-7%,-2%,-9%,12%,0%,4
COc1ccc(OC)c(NC(=O)Nc2ccc3c(c2)OCO3)c1,10%,-4%,-2%,-19%,-1%,-8%,26%,-2%,-9
CCN(CC)C(=O)[C@H]1C[C@H](CC(=O)NCCc2ccccn2)C(=O)N2CCc3c([nH]c4ccc(Cl)cc34)[C@]12C,-4%,-7%,-3%,50%[activator],5%,-30%,8%,10%,-2
COc1cccc(CNC(=O)CSCc2cnn(-c3ccccc3)c2-n2cccc2)c1,-2%,-4%,?,12%,-8%,-27%,-4%,2%,1
COc1ccc(OCCC(=O)OCC(=O)Nc2ccc(S(=O)(=O)N3CCOCC3)cc2)cc1,-24%,-5%,-18%,10%,4%[57.1 µM],1%,7%[57.1 µM],-2%,16
O=C(CNc1cc(S(=O)(=O)N2CCOCC2)ccc1NCC1CCCO1)Nc1cccc(F)c1 (stereo unspecified),5%,-8%,-6%,7%,1%,-13%,15%,0%,2
O=C(CN(Cc1ccccc1)S(=O)(=O)c1ccc2c(c1)OCCO2)N/N=C/c1ccc(F)cc1,19%,-9%,1%,-5%,8%,?,34%,9%,-1
CCN1CCN(C(=O)Cn2c(-c3cccs3)cc3ccccc32)CC1,-10%,-4%,-12%,32%,71%[activator],-7%,14%,19%,1
C[C@H](CO)N1C[C@H](C)[C@@H](CN(C)S(=O)(=O)c2ccccc2)Oc2ccc(NS(=O)(=O)c3ccc(F)cc3)cc2C1=O,-1%,1%,-3%,21%,-2%,-20%,-3%,-5%,-2
O=C1c2cccnc2C(O)N1Cc1ccccc1 (stereo unspecified),-3%,-7%,0%,6%,1%,-12%,11%,0%,0
Nn1c(SCc2ccccc2F)nnc1-c1cccnc1,-1%,i,-5%,36%,-4%,-12%,7%,-7%,5
O=C(NCCCO)c1ccc2[nH]c3c(c2c1)CCCC3,6%,-1%,-8%,-2%,5%[57.1 µM],-22%,6%[57.1 µM],3%,-2
COc1cc2[nH]c(=O)n(CCC(=O)N3CCN(c4cccc(C)c4C)CC3)c(=O)c2cc1OC,4%,4%,-1%,2%,5%,-2%,9%,-6%,3
NC(=S)N=Nc1c(O)[nH]c2c(Br)cc(Br)cc12,4%,5%,?,24%,-3%[57.1 µM],-17%,6%[57.1 µM],2%,3
COC(=O)c1cnn(-c2ccccc2)c1C(OC)OC,0%,2%,-2%,13%,1%[57.1 µM],-4%,-3%[57.1 µM],8%,1
COc1ccc(Nc2cc(C(=O)NCc3ccco3)c3ccccc3n2)c(OC)c1,-19%,-8%,-7%,-24%,6%[57.1 µM],-10%,1%[57.1 µM],1%,-4
CCOC(=O)C(C(=O)NCc1cccc(OC)c1)c1ncc(C(F)(F)F)cc1Cl (stereo unspecified),6%,0%,-12%,38%,10%[57.1 µM],-17%,7%[57.1 µM],1%,10
Cc1ccc(C(=O)Nc2ncc(C)s2)s1,6%,-1%,?,-6%,-1%,-2%,5%,16%,-2
Cc1c([N+](=O)[O-])cc(S(=O)(=O)Nc2ccc(-c3ccc(N4CCCC4)nn3)cc2)cc1[N+](=O)[O-],12%,3%,-3%,3%,-9%,-12%,-8%,1%,-6
CSCCC1NC2(C(=O)Nc3c(Cl)cccc32)[C@@H]2C(=O)N(C3CCCC3)C(=O)[C@H]12 (stereo partly specified),-24%,-6%,-1%,4%,-1%,0%,-3%,-1%,-6
Cc1ccccc1NNC(N)=S,?,-4%,-11%,10%,19%[57.1 µM],-20%,17%[57.1 µM],0%,0
CC(=O)c1cccc(-n2nnnc2SCC(=O)Nc2ccccc2N2CCCCC2)c1,25%,1%,5%,26%,-4%,-5%,7%[57.1 µM],-2%,-6
Cn1c(-c2sccc2OCc2ccc(Cl)cc2Cl)n[nH]c1=S,-11%,1%,3%,-16%,9%,-23%,8%[57.1 µM],-4%,0
# (list continues)
SMILES,GLS inhibitor,Tb PGK inh,Pin1 inhibitor,HP1b binding inh,TrxR1 substrate,USP1-UAF1 inh,rTrxR1 inhibitor,mIDH1 inhibitor,PI4K2A inh
Cc1cc(C)nc(NC(=O)c2c(Cl)cccc2Cl)n1,-11%,-13%,-7%,5%,5%[57.1 µM],-6%,5%[57.1 µM],12%,5
CN(C(=O)CC1C(=O)NCCN1Cc1cccc(F)c1F)C1CC(C)(C)NC(C)(C)C1 (stereo unspecified),1%,i,-4%,8%,-13%,-4%,-16%,3%,0
Fc1cc(F)c2nc(N3CCCCC3)sc2c1,1%,-4%,-1%,106%[activator],12%[57.1 µM],-14%,24%[57.1 µM],0%,-6
O=C(Nc1ccccc1Cl)c1ccc(C(=O)Nc2ccccc2Cl)cc1,0%,1%,-1%,21%,-8%[11.4 µM],0%,-3%[11.4 µM],1%,-1
CCOc1ccccc1NC(=O)c1c(NC(=O)CCC(=O)O)sc2c1CCCCC2,6%,-6%,-14%,-24%,-2%,-14%,-3%,1%,1
COc1ccc(C2SC[C@@H](C(=O)O)N2C(C)=O)cc1 (stereo partly specified),1%,i,4%,23%,3%,-11%,11%,13%,-1
CN(CC(=O)N1CCc2ccccc2C1)c1ccccc1,53%[activator],0%,3%,5%,-4%,-14%,-10%,-1%,-5
O=C(COc1ccccc1)NCCc1csc(-c2ccc(F)cc2)n1,-12%,i,-12%,8%[57 µM],-2%[57.1 µM],?,21%[57.1 µM],-4%,8
Cc1nc(SCCOc2ccccc2F)[nH]c(=O)c1Cc1ccccc1,-19%&-3%,-9%,-2%&5%,34%&26%,-4%&-1%,-17%&-11%,9%&10%,-6%,-10&2
OCc1cn(-c2ccc(Cl)cc2)nn1,-4%,-1%,4%,-7%,-3%[57.1 µM],-2%,-1%[57.1 µM],-8%,-7
O=C(/C=C/c1ccco1)NCC1(c2ccccc2)CCCC1,0%,-2%,-4%,17%,-7%,-18%,?,9%,-3
CC1=C(C(=O)Nc2ccc(Cl)cc2)C(c2ccc(C(F)(F)F)cc2)n2nnnc2N1 (stereo unspecified),8%,-5%,3%,37%,-6%,-26%,8%,-18%,-7
CCOC(=O)C(C(=O)OCC)c1cc(Br)c2noc3c2c1C(=O)c1ccccc1-3,27%,-13%,?,?,2%,44%[activator],?,16%,12
COc1ccccc1C(=O)NC(=O)CSc1nncn1C,-1%,-7%,-2%,19%,10%[57.1 µM],-15%,3%,-12%,-1
CCOC(=O)CS(=O)(=O)c1ccc(C(F)(F)F)cn1,10%,0%,-1%,18%,13%[57.1 µM],-7%,8%[57.1 µM],0%,10
COc1ccc(C(=O)c2oc3ccccc3c2NC(C)=O)cc1,-1%,-8%,1%,49%[activator],13%[57.1 µM],-7%,21%[57.1 µM],1%,0
CCC(C)c1ccccc1NC(=O)c1cccnc1 (stereo unspecified),-3%,-2%,8%,23%,11%[57.1 µM],-8%,28%,1%,1
O=C(COC(=O)Cc1c[nH]c2ccccc12)Nc1c(Cl)cccc1C(F)(F)F,12%,-10%,1%,2%,5%,-21%,13%,3%,-1
COc1ccc(NC(=O)c2ccc(COc3ccccc3)o2)c(OC)c1,-2%,-7%,6%,15%,5%,-12%,33%,-2%,-7
Cc1ccc(-n2c(=O)cc(N3CCN(c4ccccc4Cl)CC3)[nH]c2=O)cc1,0%,i,-3%,6%[57 µM],3%[57.1 µM],-27%,-1%[57.1 µM],-4%,-2
CCCc1cc(=O)[nH]c(SCC(=O)N(CCOC)c2c(N)n(Cc3ccccc3)c(=O)[nH]c2=O)n1,3%,-5%,-5%,49%[activator],-7%,-19%,-9%,3%,-2
Cc1ncc([N+](=O)[O-])n1CCOC(=O)C12CC3CC(CC(C3)C1)C2,5%,i,11%,9%,-13%[57.1 µM],-13%,21%[57.1 µM],2%,6
CN(CCOc1ccccc1)C(=O)C1CCC(=O)N(CCN2CCOCC2)C1 (stereo unspecified),20%,10%,0%,15%,-2%,-6%,-14%,1%,4
Cc1ccccc1CN(C)CC(=O)Nc1ccccc1Oc1ccccc1,7%,-5%,1%,-14%,-10%,-6%,0%,9%,-3
O=C(CCN1CCc2ccccc2CC1)c1ccc2c(c1)OCCO2,14%,-6%,7%,-11%,3%,-9%,0.32µM*,4%,22

# Among those listed so far, 2 contain a COOH group.
SMILES,GLS inhibitor,Tb PGK inh,Pin1 inhibitor,HP1b binding inh,TrxR1 substrate,USP1-UAF1 inh,rTrxR1 inhibitor,mIDH1 inhibitor,PI4K2A inh
CCOc1ccccc1NC(=O)c1c(NC(=O)CCC(=O)O)sc2c1CCCCC2,6%,-6%,-14%,-24%,-2%,-14%,-3%,1%,1
COc1ccc(C2SC[C@@H](C(=O)O)N2C(C)=O)cc1 (stereo partly specified),1%,i,4%,23%,3%,-11%,11%,13%,-1
